High-throughput results (PubChem BioAssay)
EBI2 block – antagonists of human EBI2 receptor; EBI2 beta-arrestin recruitment, luminescence, 7a,25-OHC stimulated; inhibition, % at 5 µM; hit rate 0.81% among 360,000; AID 651636; in the data active = inhibition above about 38%;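 note: enzyme fragment complementation signal reports receptor beta-arrestin coupling in cells; 0% = agonist plus DMSO wells and 100% = wells without agonist; some results beyond the cut were filed as inactive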
CXCR6 inh – blocks human CXCR6 beta-arrestin recruitment; CHO-K1 PathHunter CXCR6 beta-arrestin, luminescence; inhibition, % at 20 µM; hit rate 0.36% among 360,000; in the data active = inhibition above about 34%, passing the limit was not always enough;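 note: antagonist mode with CXCL16 agonist at 10 nM final; 0% = 10 nM CXCL16 with DMSO and 100% = unstimulated wells without agonist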
Target sequence (O00574 whole entry, looked up): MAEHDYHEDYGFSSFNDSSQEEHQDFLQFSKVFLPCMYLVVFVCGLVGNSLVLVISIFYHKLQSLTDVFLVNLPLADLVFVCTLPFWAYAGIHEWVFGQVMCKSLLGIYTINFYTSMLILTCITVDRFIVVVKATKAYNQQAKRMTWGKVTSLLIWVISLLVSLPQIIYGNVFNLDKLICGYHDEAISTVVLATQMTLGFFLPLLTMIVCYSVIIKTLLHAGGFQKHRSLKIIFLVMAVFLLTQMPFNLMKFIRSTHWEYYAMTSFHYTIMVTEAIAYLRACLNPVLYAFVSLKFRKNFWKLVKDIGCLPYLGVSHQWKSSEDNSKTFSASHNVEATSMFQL
Gli-Sufu block – blocks Gli-Sufu signaling in a luciferase reporter | Sufu-KO-LIGHT fibroblasts, Gli luciferase reporter luminescence | inhibition, % at 5 µM | hit rate 0.74% among 340,000;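 active = inhibition above about 55%, limit read from the data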;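 note: 0% = DMSO-treated cells and 100% = wells with medium but no cells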
UBC13 inh – human UBC13 polyubiquitination inhibition; hit rate 0.47% among 330,000; AID 485273; P61088; UBC13 polyubiquitin chain formation, TR-FRET; inhibition, % at 20 µM; in the data active = inhibition above about 45%, passing the limit was not always enough
Target sequence (P61088 whole entry, looked up): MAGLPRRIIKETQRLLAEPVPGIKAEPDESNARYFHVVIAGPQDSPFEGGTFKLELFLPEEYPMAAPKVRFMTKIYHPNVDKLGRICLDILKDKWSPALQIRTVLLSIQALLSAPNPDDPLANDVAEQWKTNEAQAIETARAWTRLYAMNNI
APJ antagonist – APJ receptor antagonism; inhibition, % at 20 µM; CHO-K1 APJ beta-arrestin complementation, luminescence; hit rate 0.32% among 330,000; AID 2521;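 active = inhibition above about 40% at 20 µM, limit read from the data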;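 note: cells challenged with 10 nM apelin-13 agonist together with compound; plate controls were apelin-13 plus DMSO wells for no effect and DMSO wells lacking apelin-13 for full effect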
APJ ag – APJ receptor agonism; P35414; CHO-K1 APJ PathHunter beta-arrestin, luminescence; 0% DMSO wells, 100% apelin; activation, % at 20 µM; hit rate 0.11% among 330,000; AID 2520;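 active = activation more than six SD over the plate average, tested at 20 µM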;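 note: 0% = DMSO alone and 100% = apelin-13 at 10 nM; some results filed as inactive read as strong as hits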
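Test system – PathHunter CHO-K1 APJ (AGTRL-1) beta-arrestin reporter cells · Input – 1000 cells/well · Compound – single test compound dose, 20 µM final, 1% DMSO · Times – compound stimulation 90 min at 25 °C, detection 60 min · Technique – beta-gal luminescence · Read-out basis – APJ–arrestin association signal · Control set – negative DMSO alone, positive Apelin-13 at 10 nM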
CCR6 antagonist – antagonists of human CCR6 receptor | P51684 | CHO-K1 CCR6 PathHunter beta-arrestin, luminescence, CCL20-stimulated | inhibition, % at 20 µM | hit rate 0.49% among 340,000 | AID 493098;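 active = compounds whose inhibition of the agonist-driven luminescence signal at 20 µM reaches about 50%, limit read from the data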;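 note: cells stimulated with CCL20 at 14 nM final; plate controls were DMSO with CCL20 for no effect and DMSO without agonist for full effect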
ATG4B inh – ATG4B (human) cysteine protease inhibition. hit rate 0.51% among 340,000. AID 504462. ATG4B cleavage of LC3-PLA2, NBD-HPC fluorescence, 1 h. Q9Y4P1. inhibition, % at 8.33 µM; in the data active = inhibition above about 40%
Target sequence (Q9Y4P1 whole entry, looked up): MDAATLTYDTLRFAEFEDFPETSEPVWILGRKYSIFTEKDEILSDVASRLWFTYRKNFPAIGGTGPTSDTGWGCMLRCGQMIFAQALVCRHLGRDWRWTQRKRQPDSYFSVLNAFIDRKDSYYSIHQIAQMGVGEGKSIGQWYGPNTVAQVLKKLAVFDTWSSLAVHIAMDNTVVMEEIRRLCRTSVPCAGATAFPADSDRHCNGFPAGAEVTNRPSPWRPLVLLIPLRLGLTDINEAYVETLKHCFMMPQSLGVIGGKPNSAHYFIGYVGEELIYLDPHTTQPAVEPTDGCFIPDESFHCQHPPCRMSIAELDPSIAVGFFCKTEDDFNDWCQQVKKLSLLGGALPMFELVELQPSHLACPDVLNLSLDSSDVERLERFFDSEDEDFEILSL
Starred values were filed as active, the others as inactive; . = no result given.

SMILES,EBI2 block,CXCR6 inh,Gli-Sufu block,UBC13 inh,APJ antagonist,APJ ag,CCR6 antagonist,ATG4B inh
Nc1nc(NCC2CCCO2)nc(NCC2CCCO2)c1[N+](=O)[O-] (centres undefined),-9,-4,5,-15,-8,1,4,-1
Cc1cccc(C)c1NC(=O)CNC(=O)c1cncc(Br)c1,2,-1,-13,0,8,-1,-2,-1
Cc1ccc([N+](=O)[O-])c(OCCCNCC(C)O)c1 (centres undefined),-1,-4,-3,-5,12,0,-2,-3
COc1cc(NCCCCCCCN)c2ncccc2c1,0,-1,-15,-40,-12,8,12,0
O=C(NCC(c1ccco1)N1CCCCC1)c1ccc(COc2ccc(Cl)cc2)cc1 (centres undefined),18,0,28,.,.,.,7,12
CCN(Cc1cc(=O)n2ccsc2n1)c1cccc2ccccc12,6,-14,12,-20,-8,2,19,-14
Cc1c(NS(=O)(=O)c2cc(Br)cc3c2N(C(=O)C2CC2)CC3)c(=O)n(-c2ccccc2)n1C,-1,3,3,3,-4,-2,-11,-1
c1ccc2nc3c(nc2c1)CCCC3,4,-6,3,-7,6,-3,7,-3

Structures from the list above that have a nitro group on carbon (two):
SMILES,EBI2 block,CXCR6 inh,Gli-Sufu block,UBC13 inh,APJ antagonist,APJ ag,CCR6 antagonist,ATG4B inh
Nc1nc(NCC2CCCO2)nc(NCC2CCCO2)c1[N+](=O)[O-] (centres undefined),-9,-4,5,-15,-8,1,4,-1
Cc1ccc([N+](=O)[O-])c(OCCCNCC(C)O)c1 (centres undefined),-1,-4,-3,-5,12,0,-2,-3

Next compounds
SMILES,EBI2 block,CXCR6 inh,Gli-Sufu block,UBC13 inh,APJ antagonist,APJ ag,CCR6 antagonist,ATG4B inh
COc1ccc(-c2nc3ncccn3c2Nc2ccc3c(c2)OCCO3)cc1,-2,5,6,5,-6,1,-6,-6
CC(CN1CCCCC1)OC(=O)COc1ccc(Cl)cc1 (centres undefined),-4,3,-2,-4,-1,-1,2,-2
COc1ccccc1N(C)S(=O)(=O)c1ccc(C(=O)NCC(c2ccco2)N2CCCCC2)cc1 (centres undefined),2,6,3,.,.,.,8,-12
O=Cc1ccc(N2N=C(c3ccccc3)CC2c2ccccc2)cc1 (centres undefined),-10,-1,5,11,-29,-2,7,4
Cc1[nH]c2ccc(-c3nnc(SCC(=O)N4CCCc5ccccc54)o3)cc2c1C,51*,1,-5,0,-11,2,12,22
COc1ccc(NC(=O)CN(C)S(=O)(=O)c2cccc3nsnc23)cc1OC,-7,-7,3,-5,-2,0,15,-8
O=C(Cc1ccccc1)N/N=C/c1cccs1,3,5,10,-2,5,0,-11,-6
CC[C@H]1C(=O)[C@@H](Cc2ccccc2)[C@@H]2CCN3C(=O)CCC[C@H]1[C@H]23,2,-11,3,.,.,.,6,-6
O=C(CN1CCC(c2nc3ccccc3[nH]2)CC1)Nc1ccc2c(c1)OCO2,-9,-1,7,3,4,3,-12,4
O=C(Nc1ccc(Cl)cc1)C1CC(=O)n2c(nc3ccccc32)N1 (centres undefined),-10,-3,0,-6,-16,-3,2,2
Cc1nc(NC(=O)c2csc3ccccc23)sc1C,-13,-2,-64,7,-6,-5,10,10
Cc1ccc(C(=O)NC2CCN(Cc3ccccc3)CC2)cc1S(=O)(=O)N1CCOCC1,0,-2,61*,-8,-75,7,-4,-10
CN(C)C(=O)c1cn(-c2ccccc2)nc1-c1cccc([N+](=O)[O-])c1,0,4,1,6,-23,4,12,-6
CCOC(=O)c1sc(=S)n(-c2ccc(C)cc2)c1SC,3,-3,0,3,7,-4,10,-8
COc1ccc(N(CC(=O)NC2CCCCC2)C(=O)CCC(=O)Nc2nc(C)cs2)cc1,4,4,-7,-4,-10,0,2,-13
CCC(CC)c1nnc(NC(=O)c2c(-c3ccccc3)noc2C)s1,-2,5,35,-4,-13,-2,-6,-10
O=C(COc1ccccc1)NCc1nnc2c3ccccc3c(-c3ccccc3)nn12,6,4,5,-8,-12,0,8,32
Cc1cc(OC(C)C(=O)NC(Cc2c[nH]c3ccc(O)cc23)C(=O)O)c2c(C)c(C)c(=O)oc2c1 (centres undefined),-2,-3,-1,-2,-12,0,4,-19
COc1cccc(CN(C)C(=O)C2CCN(S(=O)(=O)c3ccc(C)cc3)CC2)c1OC,-4,2,-7,3,0,-3,10,-1
O=C1CCCN1CCCNc1ncnc2c1[nH]c1ccc(Cl)cc12,-4,-5,-2,16,8,1,11,-4
CCN(/C=N/S(=O)(=O)c1ccc(Cl)cc1)CC,-8,-3,0,-4,-13,-3,9,5
COCC(N)(c1ccccc1)c1nc2ccccc2n1C (centres undefined),-11,-3,-4,-10,7,-3,-4,-3
COc1cccc(-n2nnnc2S(C)(=O)=O)c1,24,31,0,-20,15,3,37,4
CCn1c(SCC(=O)Nc2cc(C)on2)nnc1-c1ccc(S(=O)(=O)N2CCN(C)CC2)cc1,-11,6,5,-7,12,-1,0,1
CC(C)(C)OC(=O)N[C@H](Cc1ccccc1)C(=O)N1CCC[C@@H]1C(=O)O,-9,-7,-6,2,13,-2,0,-2
NC(=O)c1cc(S(=O)(=O)Nc2ccccc2)cs1,-9,-2,24,3,-1,-3,8,0
O=[N+]([O-])c1cc(C(F)(F)F)ccc1N1CCCC(O)C1 (centres undefined),7,-3,2,-9,-5,1,4,-2
COc1ccc(CNC(=S)Nc2ccccc2)cc1,-2,6,17,2,-27,1,-4,-12
FC(F)(F)c1cccc(N2CCN(C(=S)NC3CCCC3)CC2)c1,3,-9,-20,0,9,-3,-20,-4
O=C(NCc1ccc(Cl)cc1)c1ccc(Br)o1,-15,3,-2,13,5,-2,-3,-3
CCOC(=O)c1nn(-c2ccc3ccccc3c2)cc1O,17,-1,-37,14,4,-2,10,-5
O=c1ccc(/C=C/c2ccccc2)nn1Cc1ccc(Cl)cc1Cl,0,-2,3,10,-11,-3,-12,-5
COc1ccc(NC(=O)N2CCC(c3ccccc3)C2)c(OC)c1 (centres undefined),26,4,4,-6,7,-2,16,-11
Cc1ccc(C2NC(=O)c3ccccc3N2)s1 (centres undefined),5,-4,-3,9,2,-2,8,-6
CC(C)(C)c1cc(C(=O)Nc2ccc(F)cc2)n(Cc2ccc(F)cc2)n1,0,-1,-6,2,-19,18,-8,1
O=C(OCC(=O)N1CCCC1)c1ccc(S(=O)(=O)Nc2ccccc2)cc1,-5,-1,-20,-8,13,-2,-3,-29
CCOC(=O)c1ccc2nc(C)c(CC)c(Cl)c2c1,-1,4,-13,1,-12,-4,6,-15
CCN(CC)c1ccc(/C=N/NC(=O)c2ccco2)c(O)c1,8,-13,-4,-23,-20,0,8,-7
Cc1ccc(S(=O)(=O)N2CCN(C)CC2)cc1-c1nnc2c3ccccc3c(C)nn12,-4,2,5,6,9,-3,1,-6
COC(=O)CSc1ccc(-c2nc3ccc(C)cc3[nH]2)cn1,1,-16,-5,-6,-4,6,-80,-6

Shown with two lines to a compound: part of the list above.
Every second line gives: EBI2 block	CXCR6 inh	Gli-Sufu block	UBC13 inh	APJ antagonist	APJ ag	CCR6 antagonist	ATG4B inh
Cc1ccc(S(=O)(=O)N2CCN(C)CC2)cc1-c1nnc2c3ccccc3c(C)nn12
 : -4	2	5	6	9	-3	1	-6
O=C(OCC(=O)N1CCCC1)c1ccc(S(=O)(=O)Nc2ccccc2)cc1
 : -5	-1	-20	-8	13	-2	-3	-29

Carrying on:
SMILES,EBI2 block,CXCR6 inh,Gli-Sufu block,UBC13 inh,APJ antagonist,APJ ag,CCR6 antagonist,ATG4B inh
O=C(CO/N=C/c1ccccc1OC(F)F)NCc1cccs1,0,-4,33,2,0,-1,-3,0
COc1ccccc1CNC(=O)COC(=O)CC1CC2CCC1C2 (centres undefined),-1,-1,1,10,1,-2,1,-10
Nc1cc(=O)[nH]c(SCc2nnc(-c3ccccc3)o2)n1,-3,7,3,2,6,-5,1,-6
CCCCN(C(=O)/C=C/c1ccc(OC)cc1)C1CCS(=O)(=O)C1 (centres undefined),-1,-4,-11,-8,0,-4,24,3
CCC1(c2ccc(Cl)cc2)NC(=O)N(CC(=O)NC2CCCC(C)C2C)C1=O (centres undefined),15,2,1,2,13,-3,6,-3
CCOc1ccc(CCNC(=O)c2cc(C)nn2-c2ccccc2)cc1,2,2,6,5,12,-2,13,9
CCC(=O)c1ccc(N2CCCC2)c(F)c1,-6,5,-24,-1,0,-3,11,4
COc1ccc(OC)c(S(=O)(=O)N(C)CC(=O)N2CCCCC2)c1,-2,-3,.,3,-18,2,-6,-1
C/C(=N\NS(=O)(=O)c1ccc(C)cc1)c1cc2ccccc2oc1=O,4,8,-1,-4,-1,-2,9,-3
O=C1Cc2cc(S(=O)(=O)N3CCN(c4cccc(Cl)c4)CC3)ccc2N1,-3,-4,1,-14,-10,-2,3,-1
Cc1cc(S(=O)(=O)NCC(c2ccc3c(c2)OCO3)N2CCOCC2)ccc1F (centres undefined),-3,2,10,-6,12,0,11,-1
Cc1[nH]nc2c1C(c1cc(Br)cs1)C(C#N)=C(N)O2 (centres undefined),-8,-1,2,-6,0,1,-8,8
CCOc1ccccc1NC(=O)CSc1nc2cc(O)ccc2c(=O)n1-c1ccc(OC)c(OC)c1,15,10,-10,-9,1,1,15,-11
COc1ccc(CN2CCN(C(=O)c3ccco3)CC2)cc1,6,2,-2,5,6,0,-23,5
CCOc1ccc(NC(=O)Nc2nc3ccc(S(C)(=O)=O)cc3s2)cc1,0,0,-3,5,-16,2,11,6
CC(=O)c1cccc(NS(=O)(=O)c2cc3c(cc2C)N(C(C)=O)CCO3)c1,-7,5,-9,11,-18,-6,14,-2
CCOc1cc(C(=O)Nc2ccc(N3CCN(S(C)(=O)=O)CC3)cc2)cc(OCC)c1OCC,5,-5,6,-1,-15,6,4,-2
O=C1CC[C@@H](CN(Cc2ccccn2)Cc2nc(Cc3cccc(C(F)(F)F)c3)no2)N1,1,7,11,-6,-19,5,-1,-9
O=C(CNc1cccc2ccccc12)N/N=C/c1ccc[nH]1,7,-16,25,2,-10,-1,-1,-4
CCCCCCCC(=O)O,-2,-1,4,-1,2,-4,3,-28
O=C(Nc1nc(-c2ccc(Cl)cc2Cl)cs1)C1CCCO1 (centres undefined),8,-6,-10,6,10,-4,-3,11
COc1ccc(O)c(/C=N/Nc2nc3ccccc3[nH]2)c1,-4,2,6,-4,-56,5,-4,-9
COc1ccc(C(=O)Nc2cc(OC)c(NC(=O)c3ccco3)cc2OC)cc1,11,5,1,-11,-7,3,14,12
COc1ccc(C(CNC(=O)c2ccco2)N2CCCC2)cc1 (centres undefined),-1,-2,-55,0,-3,-3,3,8
Cc1nnc(NC(=O)CSc2ccc(-c3cccnc3)nn2)s1,-18,-4,-17,-19,-18,2,-9,29
O=C(NCCCN1CCOCC1)c1csc2c1CCCC2,5,1,1,2,11,-1,-13,1
Cc1ccc(Cn2ccc(-c3cnc(-c4ccccc4)s3)n2)cc1,28,4,-64,10,-9,-2,2,27
Cc1nc(/C=[N+](\[O-])C(C)(C)/C=N/O)n(O)c1C,7,2,1,-3,-9,-3,-17,-6
Cn1c(SCC(=O)N/N=C/C=C\c2ccccc2[N+](=O)[O-])nc2ccccc21,4,6,32,4,1,0,13,7
CCOC(=O)c1cc(=O)n(Cc2ccccc2C)c2ccccc12,8,10,0,41,-5,-4,18,-5
C=CCOC(=O)C1=C[C@@H](c2coc3ccccc3c2=O)C[C@@H](OCCCCO)O1,-2,6,7,-4,20,-3,6,-3
C=CCn1c(O)c(N=O)c2cc(C)ccc21,8,-4,-1,3,-11,-2,2,-2
CCC(C)(C)C(=O)O,-15,4,-33,4,5,-1,-1,-1
O=C(c1cccs1)N1CCCC(c2nc(-c3ccc(F)cc3)no2)C1 (centres undefined),6,-7,-15,-3,-11,-5,6,-4
